Compound activity (PubChem BioAssay)
DAX1 inh-1: inhibitors of DAX1 repression of SF-1 activated StAR promoter | HEK293T StAR-luciferase reporter, SF-1/DAX-1 repression relief | inhibition, % at 6.8 µM | actives 1.1% (n = 370,000) | AID 652010;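 active = inhibition above the mean over all tested compounds plus 3 SD, cut at about 3.6% in these data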;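 note: 0% = DAX-1 cells with DMSO and 100% = cells lacking DAX-1 with DMSO; higher inhibition means more luminescence from relief of DAX-1 repression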
ssDAF-12 act: S. stercoralis DAF-12 activation, primary screen; HEK293 ssDAF-12/GRIP1 lit1-tk-luc reporter, luminescence; % of 3 µM dafachronic acid response; activation, % at 6.8 µM; actives 1% (n = 370,000);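 active = activation above the mean over all tested compounds plus 3 SD, cut at about 0.9% in these data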;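 note: 0% = DMSO-only wells and 100% = 3 µM delta7-dafachronic acid wells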
NR1D1 modulator: modulates human Rev-erb alpha binding to DNA | Rev-erbα–FITC-DNA binding, fluorescence polarization, 90 min | AID 1259318 | actives 0.79% (n = 370,000) | activity, % at 10 µM;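 active = activity above about 14%, limit read from the data; passing the limit was not always enough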;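 note: 0% = DMSO wells with 35 nM protein and 100% = DMSO wells with 750 nM protein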
PG9 Ab binder: binds the HIV-1 gp120 antibody PG9; TR-FRET gp120-PG9 antibody binding; inhibition, % at 6.7 µM; actives 0.43% (n = 360,000); AID 624416; in the data active = inhibition above about 8.5%
hcDAF-12 act: H. contortus DAF-12 activation, primary screen | HEK293 hcDAF-12 lit1-tk-luc reporter, luminescence; 0% DMSO, 100% Δ7-dafachronic acid | activation, % at 6.8 µM | actives 1.4% (n = 370,000) | AID 652067;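 active = activation above the mean of all tested compounds plus 3 SD, cut at about 5.5% in these data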;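 note: 100% = response to 3 µM Δ7-dafachronic acid high control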
DAX1 inh-2: NR0B1 (DAX1) inhibition; actives 0.99% (n = 340,000); inhibition, % at 6.75 µM; P51843; AID 504766; HEK293 Gal4-DAX1 luciferase reporter, luminescence;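 active = inhibition above the mean over all tested compounds plus 3 SD, cut at about 4.2% in these data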;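 note: 0% = DAX1-transfected cells with DMSO and 100% = empty-vector control cells with DMSO; inhibition shows as a rise in luminescence from relieved DAX1 repression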
Target sequence (P51843 207-470 limits assumed): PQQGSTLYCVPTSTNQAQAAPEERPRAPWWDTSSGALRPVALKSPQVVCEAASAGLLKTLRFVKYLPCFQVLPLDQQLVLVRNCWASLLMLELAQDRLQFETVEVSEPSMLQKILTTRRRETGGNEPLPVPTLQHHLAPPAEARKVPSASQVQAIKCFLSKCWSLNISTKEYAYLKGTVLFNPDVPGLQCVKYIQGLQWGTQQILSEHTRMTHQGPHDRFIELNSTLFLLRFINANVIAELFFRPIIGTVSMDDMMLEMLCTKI
PLC-beta3 inh: PLC-beta3 (human) inhibition, primary screen; Q01970; Purified PLC-beta3, fluorogenic substrate, fluorescence; inhibition, % at 12.2 µM; actives 0.18% (n = 370,000); in the data active = inhibition above about 11%;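 note: 0% = median of compound wells on plate and 100% = full blocker control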
sPLA2-III inh: Inhibits HGIII-sPLA2 liposome hydrolysis, primary screen. actives 0.56% (n = 370,000). inhibition, % at 12.2 µM. QFRET BODIPY PC-A2 liposome hydrolysis, fluorescence;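 active = inhibition above mean plus 3 SD of compounds lying within the high and low control bounds, cut at about 19% in these data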;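 note: 0% = median of test compound wells and 100% = no enzyme DMSO wells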
Target sequence (Q9NZ20 whole entry, looked up): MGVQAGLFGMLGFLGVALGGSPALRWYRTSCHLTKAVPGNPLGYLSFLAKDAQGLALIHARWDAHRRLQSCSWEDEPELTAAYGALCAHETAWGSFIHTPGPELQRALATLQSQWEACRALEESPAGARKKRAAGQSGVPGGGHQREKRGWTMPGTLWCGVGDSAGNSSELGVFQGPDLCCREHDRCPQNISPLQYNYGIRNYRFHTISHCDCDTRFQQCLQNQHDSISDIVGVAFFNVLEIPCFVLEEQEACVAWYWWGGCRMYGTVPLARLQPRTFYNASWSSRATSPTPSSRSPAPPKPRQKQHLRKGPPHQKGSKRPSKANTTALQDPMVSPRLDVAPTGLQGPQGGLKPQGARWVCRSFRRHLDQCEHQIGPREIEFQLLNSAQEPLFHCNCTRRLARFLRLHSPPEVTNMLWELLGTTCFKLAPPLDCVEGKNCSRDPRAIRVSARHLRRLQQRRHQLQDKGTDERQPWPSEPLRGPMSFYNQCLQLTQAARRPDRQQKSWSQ
GAA850 FXN act: frataxin GAA850 promoter activation; HEK293 lucGAA850 FXN promoter luciferase reporter, 24 h; percent of 10 µM SAHA response; activation, % at 6 µM; actives 0.56% (n = 360,000);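 active = activation above the average of all compounds screened plus 3 SD, cutoff fixed separately per campaign, cut at about 7.5% in these data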;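 note: 0% = DMSO wells and 100% = 10 µM SAHA wells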
SMARCA2 act: activators of SMARCA2 function | actives 1% (n = 370,000) | MG213 cells, MMTV-luciferase reporter, dexamethasone, overnight | AID 652017 | activation, % at 9.1 µM; in the data active = activation above about 7.8%;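 note: 0% = vehicle wells and 100% = reference activator wells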
hgDAF12 agonist: activates the H. glycines DAF-12 receptor ligand-binding domain. AID 687014. actives 1.8% (n = 370,000). HEK293 GAL4-hgDAF12 UAS-luciferase reporter, agonist luminescence; normalized to butyrate control. activation, % at 6.8 µM;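 active = activation above a cutoff set at the mean of all screened compounds plus 3 SD, cut at about 10% in these data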;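 note: 0% = DMSO wells and 100% = sodium butyrate wells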
The depositor's hits bear a star; i = inactive; nt = no result given.

SMILES	DAX1 inh-1	ssDAF-12 act	NR1D1 modulator	PG9 Ab binder	hcDAF-12 act	DAX1 inh-2	PLC-beta3 inh	sPLA2-III inh	GAA850 FXN act	SMARCA2 act	hgDAF12 agonist
Cc1ccc(S(=O)(=O)N2c3ccccc3-c3c(ssc3=S)C2(C)C)cc1	-0.9	-0.9	10	-1.2	0.4	0.4	2	28*	-0.6	-5	0.0
CC1CCN(C2(O)C(=O)Nc3ccc(Br)cc32)CC1 (centres undefined)	-1.4	-1.8	5	-0.9	-1.1	-0.9	-6	-3	1.2	7	-3.4
Cc1cc(NC(=O)c2ccccc2)ncc1NC(=O)c1ccco1	3.5	-0.1	2	-0.2	0.7	0.8	4	0	3.4	5	5.7
CCOC(=O)C1CCN(C(=O)CN2C(=O)c3cccnc3Oc3ccccc32)CC1	-0.3	-1.3	-8	-0.5	-1.3	0.0	-8	9	1.7	-4	-1.3
CN1CCCN(C(=O)CNC(=O)c2ccc(Cl)cc2Cl)CC1	-0.5	-0.8	-3	-1.1	1.0	2.4	5	3	0.2	-4	2.6
Cc1c(Cl)cccc1-c1ccc(/C=N/n2cnnc2)o1	-0.3	-0.9	0	-1.9	0.6	0.1	3	0	2.1	1	1.5
O=C(NCCOc1ccccc1F)c1cc([N+](=O)[O-])ccc1N1CCOCC1	-6.0	-1.1	5	-1.8	-1.2	-0.6	-4	-5	-6.2	1	3.4
CCc1ccc2oc(-c3ccc(OC)cc3)cc(=Nc3c(C)n(C)n(-c4ccccc4)c3=O)c2c1	6.5*	0.4	-7	-1.3	9.1*	0.4	-173	-1	-0.1	-1	17*
CCCCNC(=O)COC(=O)c1cc(C)nc2ccccc12	-0.6	-1.9	-1	0.3	-0.8	-0.4	-4	-1	-2.4	1	1.3
Cc1cn(C2CCCCO2)c(=O)nc1NO (centres undefined)	0.6	-1.4	0	-0.4	-1.4	0.1	5	-6	3.5	-1	2.6
Cc1ccc2c(c1)C(=C(C#N)C#N)C(=O)N2CCN1CCCCC1	0.4	-1.7	3	-1.4	-0.6	1.9	2	-1	-1.9	1	0.2
Cc1cc(C)nc(N2CCCC(C(=O)NNC(=O)c3ccncc3)C2)n1 (centres undefined)	0.7	-1.7	7	-0.2	-1.1	1.0	-8	-3	0.8	0	-0.6
Cc1cc(NC(=O)c2c(F)c(F)c(F)c(F)c2F)no1	-0.9	-1.4	-1	-2.9	-1.4	-0.5	2	3	-3.2	-2	4.3
O=C(Nc1nnc(CSCc2ccccc2F)s1)c1cccc([N+](=O)[O-])c1	-0.3	-0.6	-5	0.1	-0.4	-0.2	-10	1	4.3	1	-0.7
Cc1c(C(=O)OC/C(O)=C(\C#N)c2nc3ccccc3[nH]2)oc2ccc(Br)cc12	0.0	-0.8	10	-1.1	3.9	0.6	-30	-2	2.2	-1	1.0
COC(=O)c1ccc(NC(=O)CCCCCn2nnc3ccccc3c2=O)cc1	-0.7	-1.4	-2	-1.6	-1.1	-0.7	-5	-3	-1.6	-2	-0.9
CC(C)NC(=O)C(=O)Nc1cc2c3c(c1)CCC(=O)N3CCC2	-0.3	-1.2	1	-2.2	-0.1	0.7	-8	0	0.3	-3	2.7
CC(C)(C)N1C(=O)[C@H]2[C@@H](c3ccc(Br)cc3)N3C(=O)N(c4cccc(F)c4)C(=O)[C@@]3(C)[C@H]2C1=O	-0.4	-1.1	0	-1.2	-2.6	-1.4	0	-40	8.8*	0	0.3
O=C(C1=C[C@@H](c2ccc(C(F)(F)F)cc2)C[C@@H](OCc2ccc(CO)cc2)O1)N1CCN(Cc2ccc3c(c2)OCO3)CC1	-0.8	-2.0	-2	0.5	-3.1	-0.8	1	-21	-2.4	0	-1.9
CCN1C(=O)[C@H]2[C@@H](c3ccccc3)N[C@]3(CCCN(Cc4ccc(C)cc4)C3=O)[C@H]2C1=O	-0.7	-1.0	-3	0.1	-0.9	0.3	1	-6	-1.3	-2	1.6
CCC(C(=O)NC1CCCCC1)n1c2ccccc2c2nc(=O)cc(C)n21 (centres undefined)	-0.2	-1.0	-1	16*	-0.4	-0.9	-13	2	-1.6	-2	0.7
CCN(CC)C(=O)C(=O)c1cn(CCOc2ccccc2)c2ccccc12	-0.4	-1.6	-5	-2.4	-1.1	-0.4	-4	-1	1.9	-3	-1.7
CC/C=C\C/C=C\C/C=C\CCCCCCCC(=O)O	0.3	-1.3	1	-1.6	-0.9	-0.1	-4	-3	-0.3	-5	-2.8
NC(=O)C1CCN(CC(=O)Nc2cccnc2Cl)CC1	2.1	-1.8	-2	-2.0	-0.4	1.1	-7	3	1.9	2	1.4
Cn1c(SCc2nc(-c3ccccc3)no2)nnc1-c1cccs1	-1.0	-1.2	0	0.8	-1.2	1.0	2	-7	-0.6	-1	-3.0
CN1CCCC(CN2c3ccccc3Sc3ccccc32)C1 (centres undefined)	0.3	-1.2	-2	-3.9	-1.0	1.2	-2	-15	-0.5	0	0.0
NC(=O)c1cc(-c2ccccc2)sc1NC(=O)Cc1ccc(S(=O)(=O)N2CCOCC2)s1	-0.3	-0.3	3	-2.2	-2.0	-0.2	-25	-34	0.1	-5	0.1
Cc1cc(=O)[nH]c(-c2ccc(Cl)cc2)n1	-0.1	-1.9	-2	-1.6	0.1	0.4	1	-2	-1.3	0	0.6
O=C(O)/C=C/C(=O)c1ccc(O)cc1	-0.1	-1.3	3	0.1	1.5	1.1	2	1	1.2	-2	4.7
O=C(NCc1ccccc1)O[C@H]1CC[C@@]23CCCN2C(=O)CCC[C@H]3C1	nt	-1.9	2	nt	-2.2	nt	2	6	nt	nt	1.6
O=Nc1c(O)[nH]c2c(F)cccc12	-0.2	0.1	0	0.2	4.9	-0.4	3	-22	2.7	-2	1.3
COc1cc2cnc(C3=CCCCC3)cc2cc1OC	1.8	-1.4	-1	-0.9	-2.2	-0.3	-86	-8	2.2	3	1.2
CC(=O)Nc1nc2ncccn2c1-c1ccc(F)c(F)c1	-0.3	-1.5	3	nt	-1.2	nt	i	16	nt	0	0.4
CC(C)c1ccc(N(CC(=O)NCc2ccc(F)cc2)C(=O)c2csnn2)cc1	-1.0	-0.8	1	-0.3	3.6	2.5	-3	-5	-1.4	-1	5.9
COc1ccc(Cl)cc1NC(=O)c1nnn(CC(=O)Nc2ccc3c(c2)OCO3)c1N	0.5	-1.2	-8	10*	1.8	-0.6	-6	2	1.5	0	0.6
N#Cc1ccc(S(=O)(=O)N2CCC(C(=O)Nc3cccc(C(=O)NC4CC4)c3)CC2)cc1	0.8	-1.4	0	0.1	0.2	0.1	-3	-4	-0.5	-1	1.4
CC(C)CC(COCc1ccc(Cl)cc1)N1CCN(C(=O)c2cccc(C(F)(F)F)c2)CCC1=O (centres undefined)	0.1	-1.1	0	0.5	-1.9	0.1	6	-2	-0.1	1	-2.0
CC1CN(C(=O)C(C)Sc2nc3ccccc3s2)CC(C)O1 (centres undefined)	-0.1	0.6	-2	-1.4	1.4	-0.1	2	5	2.8	3	0.1
O=C(N/N=C/c1ccco1)C1COc2ccccc2O1 (centres undefined)	0.3	-1.3	-2	-5.7	0.1	-0.5	2	-3	1.7	4	-2.8
O=C(c1ccc([N+](=O)[O-])cc1)N1CCN(C(=O)c2cccs2)CC1	0.6	-0.6	-6	0.4	-0.3	0.3	4	-1	1.2	0	-3.6
COc1cccc(NC(=S)N(CCN(C)C)C(C)c2ccco2)c1 (centres undefined)	0.3	-1.2	1	-1.0	0.5	0.4	2	0	4.1	5	1.3
Nc1nonc1-n1nnc(C(=O)N/N=C/c2c(F)cccc2Cl)c1-c1ccc2c(c1)OCO2	-0.2	-1.0	-1	-0.8	-3.4	0.2	-12	-9	-1.5	-3	-1.6
O=C(N/C=N/O)C(c1ccccc1)c1ncc(C(F)(F)F)cc1Cl (centres undefined)	0.4	-1.6	4	0.8	0.2	0.4	-6	6	-0.5	-2	1.0
O=c1[nH]c(=S)[nH]c2c1C(c1cccc(C(F)(F)F)c1)OC(CCc1ccccc1)C2 (centres undefined)	-0.2	-0.8	-4	-0.2	-1.6	nt	8	0	nt	-4	-0.7
CCCCCc1c(C)nc(Nc2ccc(F)cc2)[nH]c1=O	0.0	-1.5	6	0.9	-0.7	0.1	3	-2	-1.1	-4	0.6
Cc1cc(=O)oc2cc(OCC(=O)Nc3ccc(CN4CCOCC4)cc3)ccc12	-0.7	-1.1	2	-1.5	-1.4	0.1	-12	-4	-1.6	1	1.9
O=C(NCCCn1ccnc1)c1cccc(S(=O)(=O)NCc2ccccc2)c1	-0.7	-1.9	-4	0.2	-1.0	0.1	-8	-3	1.0	-2	-0.1
CCOc1ccc(S(=O)(=O)N(CC)CC)cc1NC(=O)CSCc1c(C)noc1C	-1.6	-1.1	-4	2.1	-1.6	0.0	-12	9	2.7	-4	-3.4
O=C(Nc1cccc(/C=C/c2nc3ccccc3c(=O)[nH]2)c1)c1ccccc1Cl	-0.2	0.8	-1	-0.8	-1.2	1.1	-14	-4	-3.1	2	-3.1

In another format: results already given
SMILES: O=C(NCCCn1ccnc1)c1cccc(S(=O)(=O)NCc2ccccc2)c1
- DAX1 inh-1: -0.7
- ssDAF-12 act: -1.9
- NR1D1 modulator: -4
- PG9 Ab binder: 0.2
- hcDAF-12 act: -1.0
- DAX1 inh-2: 0.1
- PLC-beta3 inh: -8
- sPLA2-III inh: -3
- GAA850 FXN act: 1.0
- SMARCA2 act: -2
- hgDAF12 agonist: -0.1
SMILES: CCOc1ccc(S(=O)(=O)N(CC)CC)cc1NC(=O)CSCc1c(C)noc1C
- DAX1 inh-1: -1.6
- ssDAF-12 act: -1.1
- NR1D1 modulator: -4
- PG9 Ab binder: 2.1
- hcDAF-12 act: -1.6
- DAX1 inh-2: 0.0
- PLC-beta3 inh: -12
- sPLA2-III inh: 9
- GAA850 FXN act: 2.7
- SMARCA2 act: -4
- hgDAF12 agonist: -3.4
